High-throughput results from PubChem.
UBC13 inh: inhibitors of human UBC13 polyubiquitin chain formation | AID 485273 | TR-FRET | P61088 | hit rate 0.47% among 330,000 | inhibition, % at 20 µM; in the data active = inhibition above about 45%, passing the limit was not always enough
CXCR6 inh: inhibitors of human CXCR6 receptor; CHO-K1 PathHunter CXCR6 beta-arrestin, luminescence; hit rate 0.36% among 360,000; inhibition, % at 20 µM; AID 602244; O00574; in the data active = inhibition above about 34%, passing the limit was not always enough;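 also: antagonist mode with CXCL16 agonist at 10 nM final; 0% = 10 nM CXCL16 with DMSO and 100% = unstimulated wells without agonist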
Target sequence (O00574 whole entry, looked up): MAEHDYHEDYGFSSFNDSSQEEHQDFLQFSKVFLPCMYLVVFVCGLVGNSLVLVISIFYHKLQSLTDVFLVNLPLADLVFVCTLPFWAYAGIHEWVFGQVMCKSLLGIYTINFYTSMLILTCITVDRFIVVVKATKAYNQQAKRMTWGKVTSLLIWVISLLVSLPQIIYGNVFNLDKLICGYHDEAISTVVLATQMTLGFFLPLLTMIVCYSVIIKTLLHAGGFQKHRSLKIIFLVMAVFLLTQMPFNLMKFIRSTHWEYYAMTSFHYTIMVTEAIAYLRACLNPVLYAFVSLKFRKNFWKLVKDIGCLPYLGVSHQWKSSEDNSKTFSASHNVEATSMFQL
APJ antagonist: antagonists of human APJ apelin receptor. inhibition, % at 20 µM. hit rate 0.32% among 330,000. CHO-K1 APJ beta-arrestin complementation, luminescence. AID 2521;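 active = inhibition above about 40% at 20 µM, limit read from the data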;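 also: cells challenged with 10 nM apelin-13 agonist together with compound; plate controls were apelin-13 plus DMSO wells for no effect and DMSO wells lacking apelin-13 for full effect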
Gli-Sufu block: Gli-Sufu pathway antagonism; inhibition, % at 5 µM; AID 588413; Sufu-KO-LIGHT fibroblasts, Gli luciferase reporter luminescence; hit rate 0.74% among 340,000;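 active = inhibition above about 55%, limit read from the data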;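 also: 0% = DMSO-treated cells and 100% = wells with medium but no cells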
EBI2 antag: blocks human EBI2 receptor beta-arrestin signaling | EBI2 beta-arrestin recruitment, luminescence, 7a,25-OHC stimulated | inhibition, % at 5 µM | hit rate 0.81% among 360,000; in the data active = inhibition above about 38%;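 also: enzyme fragment complementation signal reports receptor beta-arrestin coupling in cells; 0% = agonist plus DMSO wells and 100% = wells without agonist; some results beyond the cut were filed as inactive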
Target sequence (P32249 whole entry, looked up, the tested form may be a part): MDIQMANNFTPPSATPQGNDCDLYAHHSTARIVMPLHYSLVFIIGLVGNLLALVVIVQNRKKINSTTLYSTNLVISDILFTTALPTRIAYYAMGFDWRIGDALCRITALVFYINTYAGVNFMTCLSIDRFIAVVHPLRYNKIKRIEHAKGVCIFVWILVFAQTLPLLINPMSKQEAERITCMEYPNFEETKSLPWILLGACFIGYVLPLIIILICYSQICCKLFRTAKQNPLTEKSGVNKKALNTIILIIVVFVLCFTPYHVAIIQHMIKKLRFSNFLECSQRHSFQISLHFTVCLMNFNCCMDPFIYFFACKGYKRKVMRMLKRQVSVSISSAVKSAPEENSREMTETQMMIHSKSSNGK
697 NFkB inh: inhibitors of the PMA/ionomycin-induced NF-kB reporter in 697 B cells; inhibition, % at 4 µM; 697 B-cell NF-kB luciferase reporter, 16 h; AID 435022; hit rate 0.33% among 330,000; in the data active = inhibition above about 35%
Jurkat NFkB inh: lowers PMA/ionomycin-induced NF-kB signal in Jurkat cells; inhibition, % at 4 µM; AID 435003; hit rate 0.53% among 330,000; PMA/ionomycin-induced NF-kB luciferase reporter, luminescence; in the data active = inhibition above about 50%
CCR6 antag: blocks CCL20-driven beta-arrestin recruitment at human CCR6. CHO-K1 CCR6 PathHunter beta-arrestin, luminescence, CCL20-stimulated. inhibition, % at 20 µM. hit rate 0.49% among 340,000. AID 493098;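 active = compounds whose inhibition of the agonist-driven luminescence signal at 20 µM reaches about 50%, limit read from the data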;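 also: cells stimulated with CCL20 at 14 nM final; plate controls were DMSO with CCL20 for no effect and DMSO without agonist for full effect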
Target sequence (P51684 whole entry, looked up): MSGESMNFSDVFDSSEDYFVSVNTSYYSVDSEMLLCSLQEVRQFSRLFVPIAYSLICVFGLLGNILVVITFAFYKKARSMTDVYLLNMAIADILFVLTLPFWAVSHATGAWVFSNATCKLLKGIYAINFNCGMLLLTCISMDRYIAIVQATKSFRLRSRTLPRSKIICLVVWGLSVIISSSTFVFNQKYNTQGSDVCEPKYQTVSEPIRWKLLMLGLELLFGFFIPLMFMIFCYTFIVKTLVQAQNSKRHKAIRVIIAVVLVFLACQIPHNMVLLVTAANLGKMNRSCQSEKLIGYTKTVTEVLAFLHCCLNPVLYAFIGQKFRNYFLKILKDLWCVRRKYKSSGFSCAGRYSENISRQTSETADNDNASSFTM
* hit, by the source's call; x = not tested or not shown.

SMILES	UBC13 inh	CXCR6 inh	APJ antagonist	Gli-Sufu block	EBI2 antag	697 NFkB inh	Jurkat NFkB inh	CCR6 antag
O=C(NCC(c1ccco1)N1CCCCC1)C(c1ccccc1)c1ccccc1 (stereo unspecified)	14	2	-6	-4	15	10	-6	11
Cc1ccc(Cl)cc1N1CCN(C(=O)c2cccc3c(=O)c(C)c(-c4ccccc4)oc23)CC1	x	11	x	13	26	x	x	-5
COc1ccc(C(CNC(=O)C(C)c2ccc3cc(OC)ccc3c2)N(C)C)cc1 (stereo unspecified)	5	3	15	23	5	5	9	11
COc1ccc2[nH]c(N=Nc3ccccc3C)c(O)c2c1	-28	10	7	-29	21	-19	-11	13
O=C(/C=C/c1ccccc1)c1ccc2c(c1)OCO2	1	-3	20	-8	-12	-25	-43	16
COc1ccc(C(=O)NNC(=O)c2snnc2C)cc1	-6	11	17	-4	3	11	0	13
Cc1cc(NC(=O)CSc2n[nH]c(-c3ccccc3Br)n2)no1	-3	-7	17	10	-14	6	5	4
Nc1ncnc(Nc2c(F)cccc2F)n1	3	0	-13	5	-5	10	3	5
O=C(c1ccc(NS(=O)(=O)c2cccs2)cc1)N1CCOCC1	2	-5	-11	-7	2	12	4	7
CC(C)(C)OC(=O)N1CCN(C(=O)c2[nH]cnc2C(=O)NCc2ccccc2)CC1	-11	0	6	-2	-1	7	-13	4
COC(=O)c1ccc2c(c1)c(C#Cc1ccccc1)c(-c1ccccc1)n2C	x	16	x	-99	33	-14	x	13
Cc1ccc(NC(=O)CS(=O)CC(=O)N(c2ccccc2)C(C)C(=O)NC2CCCC2)cc1 (stereo unspecified)	3	-10	2	1	-6	15	-12	0
CSCCC(NC(=O)c1ccccc1Br)C(=O)NCC(C)(C)N1CCOCC1 (stereo unspecified)	-7	1	14	6	-9	-6	14	-9
CCCCn1c(SCC(=O)NCc2ccco2)nc2cc(S(N)(=O)=O)ccc21	2	-11	15	2	-4	6	-9	10
CC(=O)c1cc(NC(=O)c2ccc(C)cc2)c(=O)oc1/C=C/N(C)C	-51	14	2	-8	3	13	-49	9
N#Cc1c(SCC(=O)O)nc(-c2ccccc2)c2c1CCCC2	1	1	1	5	6	4	-5	11
CSC[C@H](NC(=O)Cc1c(C)c2cc3c(C)c(C)oc3cc2oc1=O)C(=O)N[C@@H](Cc1ccccc1)C(=O)O	-8	2	-2	0	3	21	-23	3
Cc1ccc(NC(=O)c2nc[nH]c2C(=O)NCc2ccccc2)cc1	0	24	15	15	-26	1	1	2
CCCCN(C(=O)CSc1nnc(-c2ccccc2)n1C)c1c(N)n(Cc2ccccc2)c(=O)[nH]c1=O	-8	-9	-3	1	-4	-21	-19	5
Cc1ccc(-c2noc(Cn3cc(S(=O)(=O)N4CCCC4)ccc3=O)n2)cc1	10	0	7	-15	4	-5	-3	0
NC(=O)C1CCCN(C(=O)c2ccc(-c3cccc(Cl)c3Cl)o2)C1 (stereo unspecified)	5	-4	4	-76	12	-106	-83	8
Cc1ccc(C2(C(F)(F)F)N=C3Sc4cc(C)cc(C)c4N3C(=O)N2)cc1 (stereo unspecified)	-4	-1	-13	2	1	-13	-4	-10
COc1ccc(Cn2c(=O)c3[nH]cnc3n(-c3ccc(C)cc3)c2=O)cc1	-2	-3	-17	6	-6	1	-3	-5
COc1ccccc1C(O)(C(=O)NN(C)c1ccccc1)c1ccccc1OC	2	-2	-7	0	-3	-3	-4	-12
CC(C)C[C@@H](CSc1ccc(Br)cc1)N1CCN(CCc2ccccc2)CCC1=O	23	25	10	12	19	-4	27	12
CNC(=O)COc1coc(CN2CCN(c3ccccc3)CC2)cc1=O	-3	-5	8	-5	-8	-1	10	0
CC(=O)Nc1cc(C(=O)NCc2ccco2)ccc1Sc1ccc(F)cc1	8	0	-16	-5	-4	7	-9	21
CC(=O)C1=C(c2ccccc2)NC(=O)NC1c1ccc(O)c(Cl)c1 (stereo unspecified)	-8	1	19	1	-4	1	-4	2
COc1ccc(NCC(=O)N/N=C/C=C\c2ccccc2)cc1	-4	-9	10	-30	7	2	-5	4
O=C(NCc1nc2ccccc2[nH]1)C1=C[C@H](c2ccc3c(c2)OCO3)C[C@H](OCCCCO)O1	4	4	-33	-7	-1	17	10	15
CCOC(=O)N1CCN(C(=O)C2CCC(=O)N(Cc3ccc(Cl)cc3)C2)CC1 (stereo unspecified)	9	1	-6	-4	2	0	9	6
Cc1ccc(N2C(=O)CC(Sc3ncn[nH]3)C2=O)cc1C (stereo unspecified)	3	-7	-11	3	-10	8	2	3
COc1ccc(C(C)(C)C)cc1NC(=O)c1ccc[n+]([O-])c1	0	1	22	-14	-3	17	17	5
C=CCCN(C(C(=O)OC)C(C)C)S(=O)(=O)c1ccccc1Br (stereo unspecified)	9	0	13	5	11	7	-11	17
CCCn1c(O)c(N=NC(=O)CNC(=O)/C=C/c2ccc(OC)cc2)c2ccccc21	-20	14	-8	1	2	8	5	17
OC1(c2ccc(Br)cc2)CN(c2ccccc2)C2=[N+]1CCS2 (stereo unspecified)	5	11	-9	37	5	9	-16	21
Cc1cc(C)n2nc(C(=O)Nc3c(C)nn(Cc4ccc(F)cc4)c3C)cc2n1	5	-2	-4	-5	4	10	7	-2
CCn1c(CC(=O)Nc2ccc(OC)cc2)nnc1SCC(=O)N1CCOCC1	-3	-5	-10	-14	-11	7	8	14
C#CCOCCOCCOCCNc1nc(N2CCN(C(=O)[C@H](CCC(=O)O)n3cc(C(N)Cc4ccc(O)cc4)nn3)CC2)nc(N2CCN(C(=O)[C@H](Cc3ccc(O)cc3)n3cc(C(N)CC(C)C)nn3)CC2)n1 (stereo partly specified)	-13	x	-16	x	x	6	2	x
CC(NC(=O)CNC(=O)c1cccs1)c1cccc(C(F)(F)F)c1 (stereo unspecified)	6	5	-3	3	3	5	-39	-1
CCOC(=O)c1nc(Nc2ccc(C(=O)O)cc2)c2ccccc2n1	2	2	13	1	-3	11	8	9
O=c1ccn([C@@H]2O[C@H](CNCC3=Cc4cc(O)ccc4OC3)[C@@H](O)[C@H]2O)c(=O)[nH]1	x	1	x	-4	-1	x	x	-1
Cc1ccc(NC(=O)c2ccc(OC(=O)CCN3C(=O)c4ccccc4C3=O)cc2)cc1	-2	-8	-6	-75	4	-113	-81	10
COc1cc(CN2CCN(c3cccc(Cl)c3)CC2)cc(OC)c1OC	6	-7	13	-3	-8	-45	45	1
CCCC[N+](CC#Cc1ccccc1)(CCCC)CCCS(=O)(=O)[O-]	1	-3	-9	2	-5	2	-10	9
CCSc1nsc(NC(=O)Nc2cccc(C(C)=O)c2)n1	-2	-6	-4	-33	9	-70	-30	11
Cc1cc(NS(=O)(=O)c2ccc(NC(=O)COc3ccccc3Cl)cc2)no1	2	0	6	2	0	-1	3	-19
CCN1C[C@@H]2[C@@H]3C(=O)N(C)C(=O)[C@@H]3[C@](C)(C1=O)N2C(=O)c1ccc(C)cc1	x	-6	x	-3	-4	x	x	-2
Cc1ccc(N=C2NC(=O)/C(=C/c3cn(C)c4ccccc34)S2)cc1C	x	2	x	5	38	x	x	15
CC1C(=O)N2CCCc3cc(NS(=O)(=O)c4ccc([N+](=O)[O-])cc4)cc1c32 (stereo unspecified)	-4	-17	-57	-2	-5	4	7	1
CC(C)(C)NC(=O)NC(=O)COC(=O)CNC(=O)c1cccc(F)c1	-3	-5	13	17	7	22	1	4
CCCNS(=O)(=O)c1ccc(CCC(=O)N2CCN(c3ccc(OC)cc3)CC2)cc1	-16	-6	8	1	-1	-16	8	3
COc1ccc(C2=CC(c3ccc(F)cc3)n3nnnc3N2)cc1 (stereo unspecified)	2	-4	0	-1	6	-10	-11	15
COc1ccc(NC(=O)c2cc(-c3ccc(C)o3)nc3ccccc23)cc1OC	-16	11	7	-46	1	4	-18	21
COc1ccc(-c2cn(-c3ccc(OC)cc3)c(=S)[nH]2)cc1	-6	1	8	-35	87*	-33	-14	17
C[C@@H](C(=O)NCCc1ccccc1)N1C(=O)N2CCc3c([nH]c4ccccc34)[C@@]2(C)C1=O	6	3	6	-3	-4	6	-11	5
COc1cc(C#N)c(NC(=O)CN2CCC(C(N)=O)CC2)cc1OC	9	-2	-18	14	-12	21	-10	-6
O=C(O)C1=C[C@@H](c2ccc(Br)cc2)C[C@@H](OCCCCO)O1	-3	-3	11	15	-17	14	8	-8
CCn1cc(CNC(=O)CCSc2nc(-c3ccco3)cc(C(F)(F)F)n2)cn1	-1	x	-6	-3	x	-10	16	-2
COc1ccc(CCNS(=O)(=O)c2ccc(F)cc2)cc1OC	-2	0	7	0	-1	-20	-13	-12

Pulled by compound from the list above:
SMILES	UBC13 inh	CXCR6 inh	APJ antagonist	Gli-Sufu block	EBI2 antag	697 NFkB inh	Jurkat NFkB inh	CCR6 antag
CCSc1nsc(NC(=O)Nc2cccc(C(C)=O)c2)n1	-2	-6	-4	-33	9	-70	-30	11
COc1ccc(CCNS(=O)(=O)c2ccc(F)cc2)cc1OC	-2	0	7	0	-1	-20	-13	-12
COc1cc(C#N)c(NC(=O)CN2CCC(C(N)=O)CC2)cc1OC	9	-2	-18	14	-12	21	-10	-6
Cc1cc(NS(=O)(=O)c2ccc(NC(=O)COc3ccccc3Cl)cc2)no1	2	0	6	2	0	-1	3	-19

Next records
SMILES	UBC13 inh	CXCR6 inh	APJ antagonist	Gli-Sufu block	EBI2 antag	697 NFkB inh	Jurkat NFkB inh	CCR6 antag
CCOC(=O)N1CCN(CC(O)COc2ccc(CC)cc2)CC1 (stereo unspecified)	3	0	-9	2	32	10	11	1
O=C(NCc1csc(-c2ccccc2)n1)c1cc(F)cc2c1OCOC2	11	4	-9	-61	11	-21	-22	2
CCCCCCOc1ccc(N2C(=O)CC(N3CCC(C(=O)OCC)CC3)C2=O)cc1 (stereo unspecified)	-1	-3	-6	-2	-13	-2	-6	7
O=S(=O)(NCc1cccs1)c1ccc(Br)cc1	8	-1	-6	3	1	11	4	7
CCN(CC)S(=O)(=O)c1ccc(N2CCCC2)c(NS(=O)(=O)c2ccccc2)c1	4	-3	13	-15	-1	14	2	14
CC(C)(C)C(=O)CSc1nc2ccccc2o1	0	-2	1	-65	-13	-59	-32	-8
COc1ccccc1CN1CC(C(=O)N(CCO)Cc2cccs2)CCC1=O (stereo unspecified)	3	1	13	5	9	4	3	0
CC(=O)Oc1ccc2ccccc2c1C(NC(=O)Cc1ccccc1)c1ccccc1 (stereo unspecified)	-16	11	-5	-6	15	-6	-15	18
Cc1ccc(OCCC(=O)OCC(=O)NCc2ccccc2)cc1	2	-3	-4	-5	5	18	-11	-2
O=C(Oc1ccc2c(c1)OCO2)c1ccc(F)cc1Cl	0	6	7	-9	-5	18	-22	7
N#CC1=C(N)C(C#N)(C#N)[C@H](c2ccncc2)[C@H]2CC3(CC=C12)OCCO3	-9	2	-10	3	1	16	9	-1
Cc1c(NC(=O)CN2CCN(c3ccc(F)cc3)CC2)c(=O)n(-c2ccccc2)n1C	-1	-5	19	-15	7	14	16	7
N#CC[C@H](Cc1ccccc1)N1CCN(CCc2ccccc2)CCC1=O	8	-16	13	4	-2	17	8	-6
COc1ccc(C(=O)CNc2ccccc2Br)cc1	2	8	6	x	11	-24	-27	16
Cc1csc2ncc(C(=O)Nc3cccc(C(F)(F)F)c3)c(=O)n12	-2	7	1	-8	16	-35	-9	-10
O=C(O)COCC(=O)Nc1ccc2c(c1)CCC2	1	29	6	-1	5	1	-9	4
O=c1c([N+](=O)[O-])c(O)c2ccccc2n1Cc1ccccc1	3	10	17	0	7	6	-13	9
CCOc1ccccc1NC1=C(OC)C(=O)C(Nc2ccccc2OCC)=C(OC)C1=O	x	-4	x	8	-27	x	x	12
O=C1c2ccccc2C(=O)N1c1cc([N+](=O)[O-])ccn1	-5	-2	16	20	1	9	-13	1
Cc1ccc(NC(=S)NCCC2=CCCCC2)cc1	3	8	3	-47	12	-80	-98	9
Cc1ccc(S(=O)(=O)Nc2cc(=O)[nH]c3c2CCC3)cc1	-1	-4	-10	-8	-9	-7	-20	4
COc1ccc(Cl)cc1NC(=O)C1CCCN(S(C)(=O)=O)C1 (stereo unspecified)	13	2	9	-19	3	13	16	8

An unsorted share of the library. About 3% of those tested had a hit in this group.
